Assay outcomes: PubChem BioAssay, several laboratories
SRC2 inh – human SRC2 (NCOA2) inhibition. HEK293 GAL4-SRC2 luciferase reporter, luminescence. inhibition, % at 9 µM. 370,000 compounds, 0.17% hits. AID 651957;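 active = inhibition above the mean inhibition of all tested compounds plus 3 SD, set per campaign, cut at about 52% in these data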;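 also: 0% = DMSO treated cells and 100% = cells given Gossypol at 36 µM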
TLR9-MyD88 block – TLR9-MyD88 interaction inhibition; 340,000 compounds, 0.21% hits; CHO BLA complementation TLR9-MyD88, CCF4 FRET ratio; inhibition, % at 4.98 µM; AID 504734;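 active = inhibition above the mean over all tested compounds plus 3 SD, cut at about 21% in these data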;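 also: 0% = DMSO only wells and 100% = clavulanate BLA inhibitor control wells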
H9c2 protect – myocardial damage modulation in H9c2 cells; H9c2 cardiomyocytes, H2O2 injury protection, ATPLite, 2 h; protection from H2O2 cell death, % at 20 µM; 360,000 compounds, 0.63% hits; AID 588492;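 active = compounds giving at least 50% protection of heart cells from peroxide-induced death in the single-dose screen, raw or plate-pattern-corrected value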;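 also: 0% = DMSO wells with peroxide and 100% = DMSO wells without peroxide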
MC4R antag cAMP – human MC4R antagonism in cAMP assay; inhibition, % at 6.5 µM; 360,000 compounds, 0.48% hits; P32245; MC4R-expressing cells, MTII-stimulated cAMP, LANCE TR-FRET;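 active = inhibition above its plate's cutoff, the mean of tested wells on that plate plus 3 SD, cut at about 29% in these data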;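 also: 0% = Melanotan II alone and 100% = Melanotan II plus saturating MCL0020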
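Material: U2OS-MC4R stable cell line | Reagent: Melanotan II challenge after compound preincubation | Doses: One concentration, 6.5 µM nominal | Incubation: 30-min compound preincubation, 1-h Melanotan II challenge, 1-h detection, room temperature | Signal: TR-FRET cAMP assay | Replicates: One well per compound, no replicates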
Glyco luc inh – blocks N-linked glycosylation in D54 reporter cells. 360,000 compounds, 0.23% hits. D54 ERlucT glycosylation luciferase reporter, 24 h; percent of 100 nM tunicamycin response. AID 588692. reporter increase, % at 12.5 µM;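 active = mean luciferase reporter signal, scaled so untreated is 0 and the glycosylation-blocking control 100, at or above a set limit in every replicate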;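 also: luciferase carries N-glycosylation sites so blocking glycosylation raises the light; 0% = median of neutral control wells and 100% = median of 100 nM tunicamycin wells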
m5-HT2A agonist – activates the mouse 5-HT2A serotonin receptor; P35363; CHO-K1 mHTR2A beta-arrestin complementation, luminescence; percent of 30 µM serotonin response; activation, % at 7.6 µM; 360,000 compounds, 0.66% hits; AID 624169;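 active = activation above a run cutoff, the mean activation of all tested compounds plus 3 SD, cut at about 14% in these data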;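 also: 0% = plate median of compound wells and 100% = 30 µM serotonin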
ABCB6 inh 2 – human ABCB6 transporter inhibition; 360,000 compounds, 0.19% hits; fluorescence ratio to DMSO, % at 10 µM; AID 602162; K562-ABCB6 porphyrin accumulation, flow cytometry, 1 h; stronger effect = lower value;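 active = fluorescence ratio to DMSO below 75%, the collection mean minus 3 SD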;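 also: signal is porphyrin accumulated inside mitochondria; 100% equals median channel fluorescence of DMSO control wells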
ABHD5-PLIN5 inh – inhibitors of human ABHD5-perilipin-5 interaction; Q00G26+Q8WTS1; Split G. princeps luciferase complementation, luminescence, 4 h; inhibition, % at 4 µM; 360,000 compounds, 0.78% hits; AID 602281;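 active = inhibition above the mean inhibition across every tested compound plus 3 SD, cut at about 22% in these data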;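 also: 0% = DMSO only wells and the 100% control is not disclosed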
Target sequence (Q00G26 whole entry, looked up): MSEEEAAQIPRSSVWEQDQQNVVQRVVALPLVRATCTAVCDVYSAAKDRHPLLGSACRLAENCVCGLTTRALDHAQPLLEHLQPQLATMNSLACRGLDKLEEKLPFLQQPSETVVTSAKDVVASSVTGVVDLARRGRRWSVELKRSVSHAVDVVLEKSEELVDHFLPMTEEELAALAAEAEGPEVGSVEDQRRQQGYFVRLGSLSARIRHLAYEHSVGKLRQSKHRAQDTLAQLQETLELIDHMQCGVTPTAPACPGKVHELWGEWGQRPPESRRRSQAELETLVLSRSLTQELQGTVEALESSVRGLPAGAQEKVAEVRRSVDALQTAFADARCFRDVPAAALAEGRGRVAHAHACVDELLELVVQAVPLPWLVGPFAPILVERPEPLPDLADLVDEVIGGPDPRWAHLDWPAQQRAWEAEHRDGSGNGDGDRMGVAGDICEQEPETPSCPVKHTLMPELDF
Target sequence (Q8WTS1 whole entry, looked up): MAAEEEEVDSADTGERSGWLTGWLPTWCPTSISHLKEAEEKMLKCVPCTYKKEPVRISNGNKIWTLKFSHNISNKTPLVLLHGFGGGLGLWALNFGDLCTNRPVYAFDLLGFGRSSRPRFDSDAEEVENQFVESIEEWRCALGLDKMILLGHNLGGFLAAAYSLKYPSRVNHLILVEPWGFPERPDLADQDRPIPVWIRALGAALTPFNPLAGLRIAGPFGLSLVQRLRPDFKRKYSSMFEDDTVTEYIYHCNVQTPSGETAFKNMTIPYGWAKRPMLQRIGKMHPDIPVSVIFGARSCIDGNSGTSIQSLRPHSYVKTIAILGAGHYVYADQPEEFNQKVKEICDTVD
MC4R ag barr – human MC4R agonism via beta-arrestin | U2OS MC4R beta-arrestin complementation, luminescence; percent of melanotan II response, DMSO zero | activation, % at 8.9 µM | 360,000 compounds, 0.98% hits;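 active = activation above a per-plate cutoff, the mean activation of sample wells on that plate plus 3 SD, cut at about 8% in these data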
NOD2 RIPK2 PPI – inhibitors of human NOD2-RIPK2 interaction. O43353. inhibition, % at 4.98 µM. 360,000 compounds, 0.38% hits. CHO BLA complementation NOD2-RIPK2, CCF4 ratio. AID 624267; in the data active = inhibition above about 21%;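 also: 0% = vehicle only and 100% = reference blocker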
Starred values were filed as active, the others as inactive; · = not tested or not shown. This is a subset; count on the stated rates, not on these rows.

SMILES | SRC2 inh | TLR9-MyD88 block | H9c2 protect | MC4R antag cAMP | Glyco luc inh | m5-HT2A agonist | ABCB6 inh 2 | ABHD5-PLIN5 inh | MC4R ag barr | NOD2 RIPK2 PPI
O=S(=O)(Nc1cccnc1)c1cccc(C(F)(F)F)c1 | -7.0 | -5.6 | -1.2 | 6.2 | 1.3 | -0.3 | 90.0 | 1.8 | -0.6 | -0.8
O=C(Nc1cccnc1)C1CCN(S(=O)(=O)c2cccs2)CC1 | 6.5 | 6.9 | -1.5 | 6.8 | 0.2 | 0.1 | 99.0 | 0.0 | -2.2 | -0.6
COc1ccc(/C=N/NC(=O)c2[nH]c3ccc(Cl)cc3c2-c2ccccc2)c(C(=O)O)c1OC | -0.8 | 1.7 | -4.3 | -4.2 | 13.4 | -3.6 | 101.0 | -4.9 | -1.1 | 19.8
CNC(=O)C[C@H]1C(=O)N(Cc2ccccc2)C[C@@H]1CSC | -24.2 | 7.6 | 12.8 | 2.9 | 4.3 | 4.7 | 97.0 | 9.3 | 2.5 | -1.9
S=C(NCc1cccs1)Nc1cccc(Cl)c1 | · | -6.7 | -2.7 | -2.4 | -1.2 | -2.6 | 106.0 | -1.8 | 1.8 | -7.9
CC1=C(C(=O)N2CCCC(CCC(=O)NCc3ccc(F)c(F)c3)C2)OCCO1 (configuration not stated) | -8.6 | -5.3 | 5.3 | 4.7 | 1.1 | 4.6 | 96.0 | 2.1 | 1.0 | 1.2
CCn1nc(C)c(/C=N/NC(=O)c2nc3nc(C)cc(C)n3n2)c1C | -16.4 | -13.2 | -3.6 | 6.0 | 0.0 | 3.6 | 100.0 | 16.6 | -0.1 | -7.3
CC(=O)Nc1ccc2oc(-c3ccccc3)nc2c1 | -48.3 | -5.6 | -14.0 | -0.4 | -8.2 | -4.8 | 97.0 | -0.8 | -2.1 | 3.8
COc1ccc(N2CCN(C(=O)CNC(=O)Cc3ccccc3)CC2)cc1 | -12.3 | 4.9 | -0.1 | 0.2 | -0.3 | 4.0 | 102.0 | 6.0 | 1.2 | 4.1
Cc1ccc(S(=O)(=O)Nc2ccc(O)c(Sc3ncn[nH]3)c2)cc1 | -9.2 | -16.8 | 5.0 | 1.2 | 1.2 | -1.7 | 93.0 | 0.1 | -3.3 | -5.7
Cc1ccc2cc(CN(CCCO)S(=O)(=O)c3cccc4nsnc34)c(=O)[nH]c2c1C | 11.9 | -7.6 | 14.5 | 7.0 | -1.4 | 1.7 | 93.0 | -0.4 | 3.2 | -3.3
Cc1cc([N+](=O)[O-])ccc1NC(=O)CSc1nnc(C)n1C | 13.1 | 0.5 | 8.4 | -2.8 | 0.4 | 5.7 | 102.0 | 11.8 | 1.7 | -3.9
O=C(NNC(=S)Nc1ccc(Cl)cc1)c1ccccc1OC(F)F | -2.9 | -4.6 | 19.2 | 18.0 | 1.8 | -6.3 | 96.0 | -13.7 | -2.2 | 2.1
O=C(NNC(=O)c1ccccc1)C(=O)N1CCCCC1 | 4.8 | 1.3 | 9.4 | 0.3 | 2.0 | 1.7 | 95.0 | -1.3 | -4.1 | 2.6
Cc1nn(C)c(C)c1CN(C)S(=O)(=O)c1ccc2ccccc2c1 | 25.2 | -2.7 | -20.7 | 0.1 | -1.7 | 1.4 | 108.0 | 3.2 | 0.8 | -1.5
CCN(CC)C(=O)COc1cc(C)c(Cl)c(C)c1 | -5.2 | -6.7 | -2.2 | -0.6 | -1.3 | -3.8 | 96.0 | -2.8 | -1.7 | -5.5
CCN(CC)C(=O)C1CCN(S(=O)(=O)c2ccc(-n3cnnn3)cc2)CC1 | 4.3 | -3.7 | -16.1 | -0.4 | -0.4 | -2.9 | 94.0 | -3.6 | -4.0 | 10.8
Cc1onc(-c2ccccc2)c1C(=O)N1CCC(C)(C(=O)NS(=O)(=O)C2CC2)C1 (configuration not stated) | -24.1 | · | 7.5 | -2.4 | 2.1 | 7.3 | 98.0 | 2.1 | 1.6 | -15.8
CCOC(=O)Cn1c(=O)oc2cc(S(=O)(=O)N3CCn4c3nc3ccccc34)ccc21 | 2.8 | -2.8 | 0.8 | 25.0 | 0.2 | -3.6 | 99.0 | 5.6 | 0.0 | 3.9
CC(=O)c1ccc(OCC(O)Cn2nnc3ccccc32)cc1 (configuration not stated) | -34.2 | 0.1 | 10.8 | -5.7 | -0.8 | -7.3 | 102.0 | 10.8 | -1.0 | -5.2
CC(C)C[C@@H](CO)N1CCN(CCc2ccccc2)CCC1=O | 12.4 | 1.1 | 2.4 | 8.8 | -1.1 | -5.8 | 103.0 | 14.4 | -0.3 | 0.4
Cc1ccc(C(=O)NCC(=O)OCc2cccc(Br)c2)cc1 | -31.7 | -0.4 | -5.4 | 11.0 | 1.6 | 3.9 | 96.0 | -9.9 | -1.8 | -1.8
CCN(CC)c1nc(C)c(C(=S)Nc2cc([N+](=O)[O-])ccc2Cl)s1 | -1.7 | -0.4 | -12.4 | 10.3 | -1.9 | 2.1 | 198.0 | -1.1 | -1.2 | 5.4
COCCCNC(=O)CSc1nc2cc(C(=O)NCCOC)ccc2c(=O)n1Cc1ccc2c(c1)OCO2 | -12.2 | 2.7 | 12.6 | 4.9 | 3.5 | -3.6 | 102.0 | 8.9 | 0.0 | -0.2
CCCCCCn1c(SCC(=O)OC)nc2c1c(=O)[nH]c(=O)n2C | -7.0 | -0.3 | -5.6 | 14.9 | 1.4 | -4.3 | 95.0 | -7.6 | 1.1 | 4.4
CC(=O)Nc1ccc(CN2CCN(Cc3ccc(C)cc3)C(CCO)C2)cc1 (configuration not stated) | -12.1 | -7.8 | 3.2 | 1.5 | 1.0 | -1.7 | 97.0 | -0.5 | -0.6 | -6.9
CC(C)N(c1ccccc1)c1ccc(NC(=O)COC(=O)CCN2C(=O)c3cccc([N+](=O)[O-])c3C2=O)cc1 | -18.9 | -11.3 | -0.6 | 35.9* | 3.1 | -7.6 | 96.0 | 3.2 | 7.4 | 2.5
CC(=O)Nc1cccc(NC(=O)Cc2ccc3ccccc3c2)c1 | 11.9 | 3.2 | -14.4 | 12.0 | 0.3 | -1.3 | 89.0 | -4.8 | 0.2 | -2.8
CCOC(=O)C1CCCN(C/C=C/c2ccccc2)C1 (configuration not stated) | -19.1 | 7.4 | -1.4 | 3.5 | 1.1 | -4.0 | 97.0 | 2.8 | -0.8 | 7.1
O=C1O[C@@H](c2ccccc2)C[C@@H](O)[C@H](O)CCCc2ccccc21 | -20.7 | · | · | · | · | -3.9 | 96.0 | -9.4 | · | -2.3

Continued (two carried over from the part before).
SMILES | SRC2 inh | TLR9-MyD88 block | H9c2 protect | MC4R antag cAMP | Glyco luc inh | m5-HT2A agonist | ABCB6 inh 2 | ABHD5-PLIN5 inh | MC4R ag barr | NOD2 RIPK2 PPI
CCOC(=O)C1CCCN(C/C=C/c2ccccc2)C1 (configuration not stated) | -19.1 | 7.4 | -1.4 | 3.5 | 1.1 | -4.0 | 97.0 | 2.8 | -0.8 | 7.1
O=C1O[C@@H](c2ccccc2)C[C@@H](O)[C@H](O)CCCc2ccccc21 | -20.7 | · | · | · | · | -3.9 | 96.0 | -9.4 | · | -2.3
Cc1onc(-c2ccccc2Cl)c1C(=O)NCc1ccc(S(N)(=O)=O)cc1 | 4.4 | 4.1 | 12.7 | 9.2 | 1.0 | 1.0 | 104.0 | -1.2 | -1.5 | -4.0
Cc1ccc2[nH]c(=O)c(CN(CCc3ccccc3)Cc3nnnn3CC3CCCO3)cc2c1 (configuration not stated) | 21.4 | -0.9 | 21.4 | 7.8 | -1.7 | 1.8 | 92.0 | -2.0 | 0.1 | 3.4
Cc1ccc(CNC(=O)CSc2nc3ccccc3c(=O)n2CCCO)cc1 | 8.4 | -8.2 | 1.4 | -1.2 | 3.2 | 3.5 | 92.0 | 0.8 | 0.1 | -15.5
O=C(Cn1c(C2CC2)nc2ccccc2c1=O)Nc1ccc(Br)cc1 | -17.0 | 6.7 | -4.8 | 5.3 | 0.5 | -3.0 | 94.0 | 3.4 | 3.2 | -3.2
CCC(C)NS(=O)(=O)c1ccc(OCC(=O)N2CCCCC2)cc1 (configuration not stated) | -9.5 | -11.4 | -1.0 | -5.9 | -1.0 | 4.7 | 105.0 | -7.1 | -0.6 | -5.3
CN(CC(=O)NC(=O)NCc1ccco1)Cc1nc2ccccc2c(=O)[nH]1 | -8.2 | -10.2 | 17.5 | 0.6 | -1.8 | 1.1 | 92.0 | 1.6 | 0.5 | -8.9
O=C(CCc1nc2ccccc2c(=O)[nH]1)N1CCN(S(=O)(=O)c2ccccc2Br)CC1 | -6.7 | -12.0 | 70.6* | 11.0 | -14.3 | -9.6 | 92.0 | 9.7 | -4.4 | -3.1
CCCCOC(=O)Nc1nc2ccccc2s1 | -35.5 | -7.7 | -9.6 | 2.8 | -1.2 | 6.2 | 97.0 | -5.7 | -2.0 | -0.7
CC(C)(C)OC(=O)C[C@@H]1C/C=C\C[C@H](CC(=O)NCCO)C(=O)N[C@H](Cc2ccccc2)COC1=O | -15.8 | 8.5 | 4.4 | 5.9 | -1.1 | -3.5 | 102.0 | -3.3 | -0.7 | -5.8
O=C(Nc1ccccc1Cl)O/N=C/c1ccc(F)cc1 | -31.6 | -1.7 | -5.7 | 11.7 | 2.1 | 2.7 | 94.0 | -3.6 | 0.7 | 1.0
CC(C)CN(C(=O)CCCOc1ccc(Cl)cc1Cl)c1c(N)n(Cc2ccccc2)c(=O)[nH]c1=O | 0.9 | -8.2 | 3.2 | -3.1 | -1.5 | -5.8 | 91.0 | -3.6 | -1.7 | 4.5
Cc1ccnc(NC(=O)C2CCN(S(=O)(=O)c3cccc(C(F)(F)F)c3)CC2)c1 | -2.2 | -7.5 | -2.2 | 6.2 | -0.7 | -6.8 | 98.0 | -1.9 | -0.4 | -5.3
COc1cccc(/C(O)=C2/C(=O)C(=O)N(c3ccccn3)C2c2ccc(OC)c(OC)c2)c1 (configuration not stated) | -4.2 | 11.0 | 0.1 | -1.3 | 2.5 | 0.1 | 99.0 | 3.7 | -0.7 | -8.6
Cc1ccc(-c2nnn(CC(=O)N3CCCCC3)n2)c(-n2cnnn2)c1 | 10.9 | 2.1 | 2.3 | -2.0 | 3.7 | -0.6 | 97.0 | -3.3 | -1.9 | 1.0
C=CCN=C1SCC(=O)N1S(=O)(=O)c1ccccc1 | -13.8 | 5.9 | 13.6 | -6.2 | 2.6 | -1.2 | 95.0 | -1.3 | -1.4 | 3.4
CCCNc1sc(S(=O)(=O)CCC)nc1S(=O)(=O)c1ccc(C)cc1 | 3.5 | -3.8 | 8.8 | -6.5 | -5.0 | 0.0 | 101.0 | 6.9 | -0.7 | -9.8
Cc1ncoc1C(=O)N1CCCC(N2CCN(c3cccc(C(F)(F)F)c3)CC2)C1 (configuration not stated) | -41.0 | -10.7 | 0.4 | 7.6 | 2.1 | -2.6 | 102.0 | 1.0 | -2.2 | -7.5
CC(=O)N1CCCc2cc(S(=O)(=O)NC(C(=O)NCc3ccc(C)cc3)C(C)C)ccc21 (configuration not stated) | -16.7 | 1.7 | -1.3 | 13.7 | 1.5 | 3.3 | 103.0 | 0.1 | -0.1 | -14.3
